LYPLA2 counter = counter-screen for PME1 inhibitors: inhibitors of human LYPLA2. O95372. recombinant LYPLA2, FP-Rh probe fluorescence polarization. inhibition, % at 5.9 µM. 320,000 tested, 0.38% active;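 active means inhibition above the screen-wide mean plus 3 SD, limit set per campaign, cut at about 26% in these data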;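 further: 0% = LYPLA2 with DMSO and 100% = wells lacking LYPLA2 enzyme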
Target sequence (O95372 whole entry, looked up): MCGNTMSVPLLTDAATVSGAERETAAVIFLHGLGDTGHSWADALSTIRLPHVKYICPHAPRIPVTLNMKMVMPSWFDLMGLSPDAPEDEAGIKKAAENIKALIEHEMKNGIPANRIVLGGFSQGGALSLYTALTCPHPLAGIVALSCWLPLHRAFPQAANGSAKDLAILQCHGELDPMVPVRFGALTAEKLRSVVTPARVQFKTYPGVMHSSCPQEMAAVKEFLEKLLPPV
PME-1 inh = blocks human protein phosphatase methylesterase 1 | 320,000 tested, 0.53% active | Q9Y570 | AID 2130 | inhibition, % at 5.9 µM | recombinant PME-1, FP-Rh probe fluorescence polarization;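 active means inhibition above the campaign mean of all compounds plus 3 SD, cut at about 26% in these data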;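 further: competitive labeling of PME-1 active site by serine hydrolase directed probe; 0% = PME-1 with DMSO and 100% = wells lacking PME-1 enzyme; inhibitors block probe labeling so polarization falls and inhibition rises; many of its hits are not listed in these tables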
GSTO1 inh = blocks human GSTO1 in RBBP9 counter-screen; inhibition, % at 5.96 µM; recombinant GSTO1, activity-based probe fluorescence polarization; 300,000 tested, 1.1% active;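 active means inhibition above the campaign mean inhibition plus 3 SD, cut at about 35% in these data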;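 further: 0% = GSTO1-1 with DMSO and 100% = wells lacking GSTO1-1 enzyme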
PAFAH2 FP inh = PAFAH2 (human) inhibition | recombinant PAFAH2, FP-rhodamine activity probe, fluorescence polarization | inhibition, % at 3.39 µM | Q99487 | 340,000 tested, 0.99% active;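 active means inhibition above the mean over all tested compounds plus 3 SD, cut at about 30% in these data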;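 further: inhibitors block probe labeling of enzyme so polarization drops; 0% = enzyme with DMSO and 100% = wells lacking PAFAH2 protein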
PAD4 FP inh = blocks human protein arginine deiminase 4; Q9UM07; recombinant PAD4, RCA probe fluorescence polarization; inhibition, % at 6.36 µM; 330,000 tested, 0.41% active; AID 485272;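 active means percent inhibition above a cutoff equal to the mean of all tested compounds plus 3 SD, cut at about 15% in these data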;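 further: 0% = PAD4 with RCA probe and DMSO and 100% = probe without PAD4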
LYPLA1 inh = counter-screen for PME1 inhibitors: inhibitors of human LYPLA1; O75608; recombinant LYPLA1, FP-Rh probe fluorescence polarization; inhibition, % at 5.9 µM; 320,000 tested, 0.16% active;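 active means inhibition above the mean of all tested compounds plus 3 SD, set per campaign, cut at about 14% in these data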;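 further: inhibitors block serine hydrolase probe labeling of LYPLA1 so polarization falls; 0% = enzyme with DMSO and 100% = wells lacking LYPLA1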
Target sequence (O75608 whole entry, looked up): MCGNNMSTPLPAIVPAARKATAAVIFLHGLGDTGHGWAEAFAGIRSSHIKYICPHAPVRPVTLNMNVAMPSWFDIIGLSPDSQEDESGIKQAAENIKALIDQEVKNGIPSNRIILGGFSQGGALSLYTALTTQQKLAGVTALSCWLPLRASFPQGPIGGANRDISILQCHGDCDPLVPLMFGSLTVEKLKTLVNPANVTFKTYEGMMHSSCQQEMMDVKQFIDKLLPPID
PAFAH1B3 inh = PAFAH1B3 (human) inhibition; Q15102; recombinant PAFAH1B3, FP-rhodamine probe, fluorescence polarization; inhibition, % at 3.39 µM; 340,000 tested, 0.28% active;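 active means inhibition above the screen-wide average of all tested compounds plus 3 SD, cut at about 25% in these data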;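 further: 0% = enzyme with DMSO only and 100% = wells lacking PAFAH1B3 protein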
PAFAH1B2 inh = inhibitors of human PAFAH1B2; P68402; recombinant PAFAH1B2, FP-rhodamine activity probe, fluorescence polarization; inhibition, % at 3.39 µM; 340,000 tested, 1.2% active;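 active means inhibition above the mean of all tested compounds plus 3 SD, cut at about 24% in these data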;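 further: 0% = enzyme with DMSO and 100% = wells lacking PAFAH1B2; many of its hits are not listed in these tables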
pPAFAH FP inh = pPAFAH (human) enzyme inhibition; Q13093; recombinant pPAFAH, FP-rhodamine probe fluorescence polarization; inhibition, % at 3.39 µM; 330,000 tested, 1.5% active; AID 463082;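 active means inhibition above the mean inhibition across the screen plus 3 SD, cut at about 25% in these data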;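 further: inhibitors block binding of the rhodamine activity-based probe so polarization drops; 0% = enzyme with DMSO and 100% = wells lacking pPAFAH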
Target sequence (Q13093 whole entry, looked up): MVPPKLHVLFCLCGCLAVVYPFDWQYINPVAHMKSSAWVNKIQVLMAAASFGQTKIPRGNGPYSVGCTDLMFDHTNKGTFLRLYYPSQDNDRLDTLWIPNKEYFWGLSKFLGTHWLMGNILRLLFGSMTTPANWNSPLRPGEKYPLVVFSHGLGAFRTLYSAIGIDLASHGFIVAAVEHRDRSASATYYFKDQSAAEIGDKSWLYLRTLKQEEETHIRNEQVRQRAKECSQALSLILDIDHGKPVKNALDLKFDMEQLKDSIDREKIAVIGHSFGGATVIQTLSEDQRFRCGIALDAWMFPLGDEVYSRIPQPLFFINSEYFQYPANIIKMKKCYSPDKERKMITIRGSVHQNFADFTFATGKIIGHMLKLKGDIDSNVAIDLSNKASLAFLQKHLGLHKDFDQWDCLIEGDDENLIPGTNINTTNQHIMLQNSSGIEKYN
* marks the source's active call; other numbers are inactive results; . = not tested or not shown.

SMILES	LYPLA2 counter	PME-1 inh	GSTO1 inh	PAFAH2 FP inh	PAD4 FP inh	LYPLA1 inh	PAFAH1B3 inh	PAFAH1B2 inh	pPAFAH FP inh
CC12CCC(C(=O)N(NC(=O)c3ccc(O)cc3)C1=O)C2(C)C (stereo not given)	-5	-9	3	3	3	1	11	0	-2
C/C(=N\NC(=O)c1cccc(N/N=C(\C)c2ccncc2)c1)c1ccncc1	3	-1	0	6	1	1	6	3	18
COc1cc(/C=N/n2c(C)nc3ccccc3c2=O)cc(OC)c1O	-4	-3	2	2	-5	-1	12	7	1
CN(Cc1ccccc1F)C(=O)C(Cc1ccccc1)NC(=O)c1ccccc1 (stereo not given)	-2	0	8	-5	2	-1	8	7	-1
COc1cc(NC(=S)Nc2ccc(S(=O)(=O)N3CCOCC3)cc2)cc(OC)c1OC	0	1	6	7	2	-2	2	-3	1
CN1C(=O)NC(c2cccc(F)c2)C2=C1CC(C)(C)CC2=O (stereo not given)	1	-5	0	-3	-1	1	4	1	2
COc1ccccc1NS(=O)(=O)c1cc(NC(=O)CCC(=O)c2cccs2)ccc1Cl	-27	-15	-16	-15	-10	-23	-17	-9	0
CC(Oc1ccc(Br)cc1)C(=O)Nc1cc(Cl)ccc1N1CCN(C)CC1 (stereo not given)	-1	2	7	-2	0	-3	7	3	3
COc1cccc(NC(=S)N(CCN2CCCCC2)Cc2ccco2)c1	-5	1	12	0	-1	2	5	2	0
CC1CCCN(C(=O)c2ccc(S(=O)(=O)N3CCC(c4nc5ccccc5s4)CC3)cc2)C1 (stereo not given)	2	4	-2	1	6	2	0	3	-2
Cc1ccc(S(=O)(=O)N2CCOCC2)cc1NC(=O)COC(=O)c1cnccn1	-1	-11	.	-2	6	-1	-1	-4	-5
Cn1c(SCC(=O)Nc2ccccc2C(F)(F)F)nc2c(c1=O)SCC2	-1	3	-2	-31	1	1	-1	2	5
O=C(c1cnn2c(C(F)F)cc(C3CC3)nc12)N1CCCC1	-3	-7	0	-1	-3	-1	11	-1	-4
CCOC(=O)c1c(Cc2ccccc2)c[nH]c1C	3	-4	-2	5	-2	0	6	15	7
Cc1cccc(N2C(=O)N(c3ccccc3C)C3CS(=O)(=O)CC32)c1 (stereo not given)	3	3	9	2	-1	-1	0	6	1
O=C(O)C1C(C(=O)O)C1(c1ccccc1)c1ccccc1 (stereo not given)	8	3	3	-3	-1	3	5	0	1
Cc1onc(-c2c(Cl)cccc2Cl)c1NC(=O)NNc1ccccc1	4	-7	2	-6	-8	1	0	0	-2
Nc1c(C(=O)N/N=C/c2ccc([N+](=O)[O-])cc2)cnn1-c1ccccc1	3	-6	-2	0	1	-2	0	1	5
CCn1c(SCC(=O)Nc2cccc(C)n2)nc2c1c(=O)n(C)c(=O)n2C	-3	-1	0	0	-1	-3	0	-3	5
Nc1c(Cl)ncnc1N/N=C/c1cccc(O)c1	6	2	45*	-1	-4	3	9	1	2
O=C(c1ccco1)N1CCN(C(=O)C2CCCc3c2[nH]c2ccc(Cl)cc32)CC1 (stereo not given)	6	3	4	1	5	3	1	0	4
CNC(=O)c1c(NC(=O)c2ccc(N3C(=O)CCC3=O)cc2)sc2c1CCC(C)C2 (stereo not given)	-1	7	4	5	-3	-3	12	1	6
COc1ccccc1NC(=O)CSc1nnc(CCNC(=O)c2ccc(C)cc2)n1C	1	-2	10	8	-3	-5	5	10	1
CCC(Sc1nc(C)cc(C)n1)C(=O)Nc1nccs1 (stereo not given)	0	-2	0	-1	-3	-3	7	5	-5

A different layout for some results above:
Below each compound: LYPLA2 counter | PME-1 inh | GSTO1 inh | PAFAH2 FP inh | PAD4 FP inh | LYPLA1 inh | PAFAH1B3 inh | PAFAH1B2 inh | pPAFAH FP inh
- COc1ccccc1NC(=O)CSc1nnc(CCNC(=O)c2ccc(C)cc2)n1C
→ 1 | -2 | 10 | 8 | -3 | -5 | 5 | 10 | 1
- Cc1onc(-c2c(Cl)cccc2Cl)c1NC(=O)NNc1ccccc1
→ 4 | -7 | 2 | -6 | -8 | 1 | 0 | 0 | -2
- CNC(=O)c1c(NC(=O)c2ccc(N3C(=O)CCC3=O)cc2)sc2c1CCC(C)C2 (stereo not given)
→ -1 | 7 | 4 | 5 | -3 | -3 | 12 | 1 | 6
- O=C(O)C1C(C(=O)O)C1(c1ccccc1)c1ccccc1 (stereo not given)
→ 8 | 3 | 3 | -3 | -1 | 3 | 5 | 0 | 1

Remaining list, next part
SMILES	LYPLA2 counter	PME-1 inh	GSTO1 inh	PAFAH2 FP inh	PAD4 FP inh	LYPLA1 inh	PAFAH1B3 inh	PAFAH1B2 inh	pPAFAH FP inh
Cc1nc(Nc2nc(CSc3ccc(Cl)cc3)cc(=O)[nH]2)nc2ccccc12	-5	-3	3	-15	1	-2	-2	5	4
C/C(=N/NC(=O)c1ccncc1)c1ccc(NC(=O)c2ccc(Cl)cc2Cl)cc1	-3	1	-2	-3	-2	-4	11	-7	1
O=C(NCCN1CCCC1=O)Nc1ccccc1	3	-3	-8	2	-1	3	3	1	0
O=C(CN1CCN(c2ccc(Cl)cc2)CC1)Nc1ccc(F)c(F)c1	8	3	3	-7	-5	3	6	1	3
Cc1cccc(NCc2n[nH]c(=S)n2-c2ccccc2)c1	-1	-1	2	3	1	-1	4	2	-1
Cc1ccc(OCC(=O)NCCNC(=O)c2ccncc2)cc1C	-6	-8	13	-4	-3	1	2	11	-6
S=c1[nH]nc(Cn2nnc3ccccc32)n1-c1ccc(Cl)cc1	5	1	2	-5	1	4	6	-3	0
COc1ccc(Cl)cc1C(=O)NNC(=O)CNC(=O)c1ccc(C)s1	.	.	.	8	3	.	8	7	0
COc1ccc2cc(C(=O)c3ccccc3)c(=O)oc2c1	7	-3	8	1	1	2	10	5	1
CC(=O)c1ccc(NC(=O)CSc2nnc(NC(=O)CN3CCOCC3)s2)cc1	3	-6	-1	-2	5	1	10	3	3
CC1(C)CC(=O)C(C2c3ccccc3S(=O)(=O)c3ccccc32)C(=O)C1	1	2	-1	-6	-3	-2	3	5	-4
O=C(NC(=S)Nc1ccc(F)cc1)c1ccc2c(c1)OCCO2	-4	8	1	-4	-5	-7	0	-7	3
CC(C)CC(C(=O)O)N1C(=O)C2C3CC(C2C1=O)C1C(c2ccccc2)c2sc(=O)[nH]c2SC31 (stereo not given)	6	4	5	-1	4	1	-2	40*	6
C/C(=N\NC(=O)C(O)(c1ccccc1)c1ccccc1)c1ccc(C)o1	-8	-3	2	1	0	-2	3	3	-5
CCN1C(=O)[C@@H]2[C@@H](c3ccc(-c4cccc(Cl)c4)c(OC)c3)N3CCCC[C@@]3(C(=O)OC)[C@@H]2C1=O	-3	-4	2	0	3	-2	5	3	15
Cc1ccccc1Cn1cc(C)c(=O)[nH]c1=O	4	3	-6	-6	-1	0	11	-1	-1
CC(=O)O/N=C(/C)c1ncc(C(F)(F)F)cc1N1CCOCC1	-2	-2	0	-2	3	0	-4	7	-6
CCOC(=O)N1CCC(NC(=O)COc2cc(=O)n(C)c3ccccc23)CC1	0	-10	-4	5	4	-2	-3	1	-10
O=C(O)COCc1nc2ccccc2[nH]1	5	0	5	2	4	1	4	2	-2
O=C(C1CC(=O)N(c2ccccc2)C1)N1CCN(c2ccccc2F)CC1 (stereo not given)	8	1	0	-4	-6	-1	6	2	4
CCn1ccnc1CNC(=O)c1ccc2oc(CCCc3ccccc3)nc2c1	3	-1	-4	2	2	-2	9	14	6
CCOC(=O)C(N)CSC1CC(=O)N(c2ccc(C(=O)OC)cc2)C1=O (stereo not given)	0	1	1	0	-3	-2	7	0	3
Nn1c(-c2cccc(Br)c2)n[nH]c1=S	8	-2	4	-5	1	3	3	0	2
CN(C)/C=N/c1c(C#N)cnn1-c1ccc(C(F)(F)F)cn1	-4	2	-2	3	-6	2	8	6	-8
CCOCc1cn(CC(=O)c2ccc(Cl)cc2)c(C)nc1=N	1	5	3	5	-1	3	8	1	3
CCCc1cc(=O)oc2c(C)c(OCC(=O)NC3CCN(Cc4ccccc4)CC3)ccc12	4	-8	8	4	1	4	-7	-1	5
CN(C)C(=O)CSc1nnc(Cc2ccc([N+](=O)[O-])cc2)o1	-7	1	25	3	-2	-4	0	2	-5
Cc1ccc(C)c(NC(=O)COC(=O)c2ccc3c(c2)OCCO3)c1	-2	-8	.	53*	-4	-2	6	1	1
CC1Sc2ccc(C(=O)OCc3ccccc3Cl)cc2NC1=O (stereo not given)	-2	-13	-10	10	-3	-1	4	3	29*
Cc1ccccc1OCC(O)CN(CCO)Cc1ccccc1 (stereo not given)	-3	-1	7	13	0	1	6	0	-2
Cc1ccc2c(c1)C1CN(C)CCC1N2C(=O)COc1ccccc1F (stereo not given)	1	2	-2	2	-3	-3	3	5	-1
NC(=O)c1ccc(-n2nnnc2SCC(=O)Nc2ccc(N3CCOCC3)c(Cl)c2)cc1	8	-2	3	1	3	1	1	6	14
CCC(C(=O)O)n1c(C(F)(F)F)nc2ccccc21 (stereo not given)	5	3	-6	-3	2	-1	8	7	4
CCC1CCC2(CC1)NC(=O)N(CC(=O)NCc1ccccc1Cl)C2=O (stereo not given)	.	.	.	-2	4	.	-1	1	-1
NS(=O)(=O)c1ccc(CCNC(=O)c2ccc(-c3ccccc3)cc2)cc1	0	-10	-11	-5	-8	-3	-1	2	-3
CC(C)C(c1nnnn1Cc1ccccc1)N1CCN(Cc2ccco2)CC1 (stereo not given)	-7	1	5	-1	-2	0	2	-1	-4
CC(C(=O)NCc1ccc(Cl)cc1)n1cccc1C(=O)c1ccccc1 (stereo not given)	-2	-6	-11	7	0	-1	4	24	-5
CCC(C)(C)n1nnnc1C(c1ccc2ncccc2c1)N1CCN(c2nc3ccccc3s2)CC1 (stereo not given)	-1	-1	-7	10	4	-4	7	4	3
Nc1c(C(=O)NCCN2CCOCC2)c2nc3ccccc3nc2n1-c1ccc2c(c1)OCO2	-1	-6	16	1	-7	-1	4	3	12
O=C(OCC(=O)N1CCN(C(=O)c2ccco2)CC1)c1ccc(Cl)cc1	5	-3	.	-2	3	0	8	2	-2
Cc1cc(C)c(C(=O)OCCNC(=O)c2cccnc2)cc1C	-1	0	1	-8	-5	-4	-1	2	-4
COc1ccc(CC(=O)N/N=C(\C)c2cccs2)cc1	0	2	3	2	-2	-2	-2	-5	-2
CS(=O)(=O)N1Cc2ccccc2CC1C(=O)Nc1ccccc1C(N)=O (stereo not given)	-5	-5	10	1	-2	-5	-2	5	1
CC1=NN(C(C#N)c2ccccc2)C(c2ccccc2)C1 (stereo not given)	7	0	6	.	-3	2	.	.	5
CCC(=O)Nc1sccc1C(=O)OC	1	7	2	-1	-5	1	6	5	-3
COc1ccc(NC(=O)CSc2n[nH]c(N)n2)cc1OC	-4	1	6	2	4	-2	-5	2	-2
Nc1nonc1C(=O)N/N=C/c1ccc(Br)o1	-2	-2	2	-1	0	-3	5	7	-2
COc1ccc(CCNC(=O)Cc2ccc(Cl)cc2)cc1OC	1	7	-3	3	3	1	3	4	-5
CCOC(=O)c1[nH]c(C)c(CN(C(C)=O)c2ccc(OCC)cc2)c1C	-3	0	6	12	1	-2	7	3	1
CCCCC(CC)C(=O)Nc1cc(C(=O)NCCC)ccc1N1CCC2(CC1)CC(c1cccc(Br)c1)=NO2 (stereo not given)	-4	-2	5	-8	-1	-2	7	-4	0
CC(C)COc1cccc(C(=O)N(C)CC(=O)Nc2cccc3ccccc23)c1	.	.	.	5	-2	.	9	6	4
Clc1ccc(-c2nnc3sc(-c4ccc(Br)o4)nn23)cc1	-4	-10	-4	1	3	-2	-5	-6	3

Some of the compounds tested. The share of hits here may be higher or lower than overall.
